MLLE-PAM2 inh: inhibitors of microRNA-mediated deadenylation, human PABP1 MLLE binding; inhibition, % at 20 µM; 0.36% of 360,000 active; P11940; GST-MLLE / FITC-PAM2 fluorescence polarization; in the data active = inhibition above about 35%, passing the limit was not always enough;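 also: plate controls were DMSO wells with GST-MLLE for no effect and wells lacking GST-MLLE protein for full effect; some results filed as inactive read as strong as hits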
Target sequence (P11940 whole entry, looked up): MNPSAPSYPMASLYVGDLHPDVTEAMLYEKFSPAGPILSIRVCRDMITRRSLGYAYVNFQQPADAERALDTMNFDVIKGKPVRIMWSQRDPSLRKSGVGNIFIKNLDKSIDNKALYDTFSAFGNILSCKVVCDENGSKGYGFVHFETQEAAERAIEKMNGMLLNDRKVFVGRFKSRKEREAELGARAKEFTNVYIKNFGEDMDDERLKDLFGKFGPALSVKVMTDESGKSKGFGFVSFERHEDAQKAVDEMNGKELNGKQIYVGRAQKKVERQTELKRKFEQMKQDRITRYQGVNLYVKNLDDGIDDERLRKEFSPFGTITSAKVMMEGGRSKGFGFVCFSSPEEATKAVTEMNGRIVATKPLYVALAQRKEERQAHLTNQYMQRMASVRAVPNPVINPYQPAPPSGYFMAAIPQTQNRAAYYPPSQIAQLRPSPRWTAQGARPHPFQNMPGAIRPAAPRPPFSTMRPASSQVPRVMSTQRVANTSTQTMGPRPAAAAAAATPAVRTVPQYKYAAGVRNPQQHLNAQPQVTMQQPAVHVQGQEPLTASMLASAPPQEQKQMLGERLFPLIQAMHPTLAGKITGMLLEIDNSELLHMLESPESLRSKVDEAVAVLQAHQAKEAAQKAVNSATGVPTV
Neddylation inh: cullin neddylation inhibition; TR-FRET cullin neddylation, biochemical; P61081+Q13564; AID 651699; calls only at 25 µM; 0.58% of 360,000 active; in the data active = inhibition above about 36%
MT1-MMP act inh: blocks activation of human MT1-MMP | P50281 | HT1080 RFP-PRO-GFP cells, GFP/RFP ratio fluorescence, overnight; percent of plate control window, DMSO zero | GFP/RFP ratio change, % at 20 µM | 0.061% of 360,000 active;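 active = GFP/RFP ratio change of at least 30% with cell ATP level not reduced by more than half and red fluorescence within 50% of control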; also: strong numbers were not always called active
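Material: RFP-PRO-GFP reporter HT1080 cells. Dosing: single-point 20 µM compound, 1% DMSO. Controls: DMSO and RFP-L50D-GFP cell wells. Timing: cells overnight before dosing, compound overnight, 37 °C, 5% CO2. Measure: GFP/RFP fluorescence ratio.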
Rin1-Abl PPI inh: inhibitors of human Rin1-Abl protein interaction. P00519+Q13671. inhibition, % at 7.35 µM. 0.4% of 360,000 active. AID 588664. TR-FRET Rin1/Abl binding, biochemical; in the data active = inhibition above about 5%, passing the limit was not always enough
SKN-1 block: inhibitors of C. elegans SKN-1. C. elegans VP596 Pgst-4::GFP/RFP ratio, acrylamide-induced, 24 h. inhibition, % at 21.8 µM. 0.49% of 360,000 active;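 active = interference check ratio from 0.5 to 1.5 plus GFP to RFP signal ratio inhibition reaching or exceeding a fixed threshold, cut at about 30% in these data, passing the limit was not always enough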; also: some compounds called inactive have numbers as strong as hits
NRP1-CendR mod: modulators of CendR peptide binding to human neuropilin-1; FAM-RPARPAR peptide binding to NRP-1, fluorescence polarization; inhibition, % at 25 µM; 0.85% of 360,000 active;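 active = inhibition or corrected inhibition above about 18%, plus a signal ratio from 0.5 to 1.5, limit read from the data, passing the limit was not always enough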; also: strong numbers were not always called active
eLon inh: E. coli protease La inhibition; P0A9M0; purified E. coli Lon protease, fluorescence polarization; inhibition, % at 7.94 µM; 0.42% of 360,000 active; AID 602123; in the data active = inhibition above about 13%, passing the limit was not always enough;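 also: 0% = enzyme with probe and DMSO and 100% = no enzyme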
bovine MsrA act: activators of bovine methionine sulfoxide reductase A; purified bovine MsrA, absorbance read-out; activation, % at 10.6 µM; 0.3% of 360,000 active; AID 602163; in the data active = activation above about 7.5%;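 also: 0% = vehicle and 100% = reference activator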
FAS-TE inh: blocks the thioesterase domain of human fatty acid synthase | P49327 | recombinant FAS-TE, OMFH fluorogenic substrate, fluorescence endpoint | inhibition, % at 15 µM | 0.67% of 360,000 active | AID 602261;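 active = compounds whose normalised, plate-corrected inhibition of enzyme fluorescence in the single-dose primary screen is 50% or more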;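 also: 0% = DMSO with enzyme and 100% = substrate without enzyme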
* marks the source's active call; other numbers are inactive results; i = inactive; / = no result given.

Sequence of screens: Neddylation inh | FAS-TE inh | NRP1-CendR mod | bovine MsrA act | eLon inh | MT1-MMP act inh | Rin1-Abl PPI inh | SKN-1 block | MLLE-PAM2 inh
COc1ccccc1/C=C/C(=O)OCC(=O)N1c2ccccc2CC1C (centres undefined)
→ i | 28 | 3 | -7 | 10 | 0 | 2 | -6 | -2
O=C(c1cc(-c2ccc(F)cc2)nc2ccccc12)N1CCN(C2CCS(=O)(=O)C2)CC1 (centres undefined)
→ i | -1 | -10 | -3 | 2 | -1 | 0 | 9 | -59
O=C(COC(=O)/C=C/c1ccc(F)cc1)Nc1nnc(-c2ccccc2)o1
→ i | -4 | 3 | -1 | -11 | -1 | 0 | 9 | -2
COc1cc(NC(=S)N2CCc3ccccc3C2)cc(OC)c1
→ i | -6 | -2 | -2 | -4 | 5 | 0 | -2 | -102
COc1cc2nc(N(CCCN(C)C)C(=O)c3ccc(S(=O)(=O)N4CCc5ccccc54)cc3)sc2cc1OC
→ i | -3 | 4 | -6 | -2 | 2 | 2 | 8 | 22
CC(CCc1ccccc1)NC(=O)c1cncc(Br)c1 (centres undefined)
→ i | 3 | 10 | 1 | -1 | 7 | -1 | 9 | -4
O=C(O)c1ccc(CSc2nnc(-c3ccncc3)n2CC2CCCO2)cc1 (centres undefined)
→ i | -5 | 0 | -9 | -6 | 0 | 0 | 1 | -9
CN(CCCNC(=O)C1CCC(=O)N1Cc1ccc(F)cc1)c1ccccc1 (centres undefined)
→ i | -4 | -4 | -1 | 4 | 2 | -1 | 19 | 3
CCCc1c(C(=O)N/N=C/c2ccccc2C(F)(F)F)nnn1-c1nonc1N
→ i | 0 | 1 | 0 | -9 | 5 | 4 | 18 | -15
CC(C)c1nc(Cl)c(C#N)c2c1CSC(C)(C)C2
→ i | 34 | -5 | -10 | 6 | -5 | 5 | -2 | -1
O=C(CC(=O)c1ccccc1)Nc1ccc([N+](=O)[O-])cc1
→ i | 3 | 25* | 0 | -3 | 5 | 2 | -11 | 9
Cc1onc(-c2ccccc2Cl)c1C(=O)Nc1cc(=O)n(C)c(=O)n1C
→ i | -6 | 2 | -14 | -2 | 0 | 3 | -7 | 13
CCOC(=O)c1cn(C2CC2)c2c(F)c(NCCCN(C)C)c(F)cc2c1=O
→ / | -9 | -2 | -2 | 5 | -2 | 1 | 2 | -9
N/C(CC(=O)Nc1ccc(F)c(Cl)c1)=N\OC(=O)c1cccs1
→ i | 7 | 9 | -2 | -6 | -2 | 1 | 7 | -4
CCOC(=O)/C=C1\NC(C)(C)Cc2cc(OC)c(OC)cc21
→ i | 0 | 6 | 0 | -3 | -13 | 6 | -3 | -5
CN1CCN(C(=O)CCS(=O)(=O)c2cc3c(cc2Cl)NC(=O)CO3)CC1
→ i | -6 | -8 | -7 | -1 | 3 | 0 | 7 | 16
CCCn1c(SCC(=O)N2CCCC(C)C2)nnc1-c1cccnc1 (centres undefined)
→ i | -2 | 10 | -3 | -3 | 2 | 2 | 0 | -5
O=C(Cc1cccs1)NNC(=O)C12CC3CC(CC(C3)C1)C2
→ i | -3 | -4 | -5 | -1 | 2 | 2 | -11 | 11
O=Cc1c(Cl)cccc1Cl
→ i | -3 | 8 | -4 | -3 | -2 | 2 | 2 | 10
CCCc1ccc(S(=O)(=O)N/N=C(/C)c2ccc3c(c2)OCO3)cc1
→ i | 19 | 14 | -2 | 10 | 3 | -4 | 8 | 8

Some of the entries so far, bar-delimited:
SMILES | Neddylation inh | FAS-TE inh | NRP1-CendR mod | bovine MsrA act | eLon inh | MT1-MMP act inh | Rin1-Abl PPI inh | SKN-1 block | MLLE-PAM2 inh
CN(CCCNC(=O)C1CCC(=O)N1Cc1ccc(F)cc1)c1ccccc1 (centres undefined) | i | -4 | -4 | -1 | 4 | 2 | -1 | 19 | 3
CCCc1c(C(=O)N/N=C/c2ccccc2C(F)(F)F)nnn1-c1nonc1N | i | 0 | 1 | 0 | -9 | 5 | 4 | 18 | -15
CC(C)c1nc(Cl)c(C#N)c2c1CSC(C)(C)C2 | i | 34 | -5 | -10 | 6 | -5 | 5 | -2 | -1

(listing goes on)
Sequence of screens: Neddylation inh | FAS-TE inh | NRP1-CendR mod | bovine MsrA act | eLon inh | MT1-MMP act inh | Rin1-Abl PPI inh | SKN-1 block | MLLE-PAM2 inh
Cc1ccc(C(=O)Nc2ccc(OCc3ccccc3)cc2)cc1[N+](=O)[O-]
→ i | 1 | 7 | 7 | 1 | 1 | -2 | 17 | -4
CCCCC(=O)Nc1nnc(S(=O)(=O)N(CC)c2ccccc2)s1
→ i | -7 | 0 | -3 | -3 | 0 | 3 | 9 | -4
COc1ccc(OCCSc2nnc(CCNC(=O)c3ccc(OC)cc3)n2C)cc1
→ i | -5 | 1 | -15 | 1 | 11 | 1 | -18 | 1
O=[N+]([O-])c1cccc(S(=O)(=O)Nc2cccc(-c3ccc(N4CCOCC4)nn3)c2)c1
→ i | 7 | 21 | -1 | 5 | 2 | -1 | 9 | 3
OC(CCN1CCOCC1)c1ccccc1 (centres undefined)
→ i | -5 | 16 | -1 | 5 | 6 | -3 | 6 | 15
O=C(Cc1ccc(Cl)cc1)NCC(=O)N1CCCC1
→ i | -8 | 12 | 2 | -3 | 1 | -1 | 19 | -1
CCCn1c(N)c(C(=S)NC(=O)C2CC2)c(=O)n(C)c1=O
→ i | -7 | -6 | -2 | -17 | -3 | 1 | 5 | 41*
Cc1cccc(N(CC(O)CN2CCOCC2)S(=O)(=O)c2ccccc2)c1 (centres undefined)
→ i | -5 | -4 | -3 | 13 | 4 | 3 | 3 | -10
O=C(CSc1cc(Cl)ccc1Cl)Nc1ccc(N2CCOCC2)cc1
→ i | 12 | 5 | -10 | -7 | -2 | 1 | -16 | 7
O=c1[nH]cc(NCCc2ccccc2)c(=O)[nH]1
→ i | -6 | -5 | -1 | 0 | 0 | 5 | 3 | 0
CCOC(=O)Cc1c(C)nc2c(-c3ccccc3)c(C)[nH]n2c1=O
→ i | -6 | 9 | -2 | 1 | 3 | -1 | 7 | 4
COc1ccc(CNC(=O)C2CCN(c3cc(C(=O)Nc4cccc(OC)c4)ccn3)CC2)cc1
→ i | 7 | 6 | -5 | 4 | 4 | 5 | 18 | 10
CC(OC(=O)C1=COCCO1)C(=O)NC(C)c1ccc(Cl)cc1Cl (centres undefined)
→ i | -2 | 0 | 1 | -5 | 1 | -3 | 9 | -1
NC(=O)c1ccc(-n2nnnc2SCc2ccccc2)cc1
→ i | -1 | 5 | -2 | 2 | 4 | -4 | 18 | 5
CC(C)C(NC(=O)c1ccccc1)C(=O)NCCc1ccccc1 (centres undefined)
→ i | -6 | 1 | -3 | -2 | -1 | -2 | -6 | 0
O=C(CSCc1c(Cl)cccc1Cl)NN1C(=O)c2ccccc2C1=O
→ i | 6 | 1 | -2 | -2 | 6 | 5 | 9 | 9
COc1cc(NC(=O)CSCc2cnn(-c3ccccc3)c2-n2cccc2)cc(OC)c1
→ i | 21 | 1 | 1 | -4 | -1 | 2 | 7 | 20
O=C(O)c1nnn(-c2cc(C(F)(F)F)cc(C(F)(F)F)c2)c1-c1ccccc1
→ i | -4 | 5 | -6 | -5 | -1 | 1 | -14 | 0
Cc1cccc(C(=O)NCC(=O)N2CCN(S(=O)(=O)c3ccccc3)CC2)c1
→ i | -4 | -2 | -4 | -2 | -1 | 2 | 11 | -5
C#CCN(C[C@@H]1[C@@H](OC(=O)NCc2ccc(OC)c(OC)c2)[C@@H](OC(=O)NCc2ccc(OC)c(OC)c2)Cn2c(=O)n(CCCCCC)c(=O)n21)S(=O)(=O)c1ccc(C)cc1
→ i | 17 | -8 | -1 | -7 | 1 | -2 | 6 | 1
CCSCC1COC(c2cccn2Cc2ccc(C)cc2)=N1 (centres undefined)
→ i | 30 | -6 | -1 | 5 | -7 | -2 | 3 | 2
Cc1cc(C)n(-c2ccc(C(=O)Nc3cccnc3)cc2)n1
→ i | -5 | 5 | -3 | 4 | 0 | -2 | 23 | -3
CC1=CCC(C(=O)O)(C(=O)N/N=C/c2cccnc2)C(c2ccccc2)C1 (centres undefined)
→ i | 0 | -5 | -10 | 4 | 3 | 3 | -22 | 5
CCOC(=O)Cn1c(=O)c2c(nc3n2CCN3Cc2ccccc2)n(C)c1=O
→ i | -5 | -1 | -1 | -14 | 14 | 1 | 1 | -9
CCOCc1nnc(NC(=O)CCc2ccccc2)s1
→ i | -1 | 6 | 0 | -6 | 2 | -1 | 16 | 5
Cc1ccc2c(c1)C(c1ccccc1)N(C(=O)c1ccc(Br)o1)CC(=O)N2 (centres undefined)
→ i | 2 | 8 | -2 | -6 | -14 | -5 | 7 | -2
COc1cc(/C=N/NC(=O)c2ccc(CN(C)S(=O)(=O)c3ccc(C)cc3)cc2)ccc1O
→ i | 4 | -2 | -2 | -5 | 3 | -1 | 1 | 10
Cc1ccc(S(=O)(=O)N2CCN(CC(=O)Nc3ccc([N+](=O)[O-])cc3)CC2)cc1C
→ i | 29 | -9 | -8 | -8 | -1 | 0 | 3 | -2
CCC(Cc1ccccc1)NS(=O)(=O)c1c(C)nc2scc(C)n2c1=O (centres undefined)
→ i | -4 | -1 | -2 | 0 | 3 | -1 | -3 | -5
COC(C/C=C\[C@@H](O)[C@@H](C)OCc1ccccc1)OC
→ i | -9 | 8 | -8 | -3 | -1 | 1 | 15 | -15
CNC(=O)c1ccc(NC(=O)c2ccc3c(=O)n4c(nc3c2)CCC4)cc1
→ i | -6 | -7 | -4 | -5 | 1 | 1 | -4 | -57
O=C(CN1C(=O)NC2(CCCC2)C1=O)N1CCN(S(=O)(=O)c2ccccc2Br)CC1
→ i | -2 | 4 | 2 | -3 | 0 | -1 | 5 | -6
COc1ccc(N(CC(=O)Nc2cccc(OC)c2)S(=O)(=O)c2c(C)nn(C)c2C)cc1
→ i | -2 | 13 | -12 | -1 | -4 | -2 | 9 | -4
COc1cc(/C=C/C(=O)N2CC(C)OC(C)C2)cc(OC)c1OC (centres undefined)
→ i | -2 | 8 | -4 | 1 | 0 | -1 | 11 | 3
CC(C)CCOC(=O)C1C2C=CC3(CN(Cc4cccs4)C(=O)C13)O2 (centres undefined)
→ i | -1 | -3 | 0 | 4 | -2 | -2 | 20 | 22
Cc1cc(C)c(S(=O)(=O)c2cccc(Br)c2C)c(=O)[nH]1
→ i | -3 | 4 | -1 | -9 | -1 | 2 | 6 | -2
Cc1nc(-c2ccccn2)nc(N(C)c2ccccc2)c1Cl
→ i | -2 | 13 | -3 | 0 | -1 | 1 | 11 | -6
Cc1cc(-c2ccccc2)nc2[nH]n(-c3ccccc3)c(=O)c12
→ i | 2 | -8 | 0 | -9 | 2 | -3 | -8 | -5
Cc1ccc(-c2nnc(OCc3cccnc3)c3ccccc23)cc1
→ i | 3 | -9 | -1 | -1 | 1 | 7 | -2 | 2
COc1ccc2c(c1)Cc1sc(NC(=O)c3cccs3)nc1-2
→ i | 4 | -1 | -3 | -1 | -4 | -3 | -4 | 34
COc1cccc(CNc2nc3cc(-c4cccc(Cl)c4)sc3c(=O)n2C)c1
→ i | 9 | -15 | -8 | -1 | 1 | -1 | 5 | 4
Cc1ccc(S(=O)(=O)c2nnn3c2nc(N2CCCCC2)c2ccccc23)cc1
→ i | 35 | 3 | -1 | -1 | -5 | -3 | 12 | 6
Cc1nn(C(C)C(=O)NCCN2CCCCCC2)c(=O)c2nn(-c3ccccc3)c(C)c12 (centres undefined)
→ i | -4 | 1 | -3 | -2 | -3 | 5 | -6 | -5
NC(=O)c1ccc(-n2nnnc2SCC(=O)Nc2ccccc2-c2ccccc2)cc1
→ i | -1 | -2 | -5 | 4 | 2 | 1 | -11 | -2
